# Compound activity deposited in PubChem by Sanford-Burnham Center for Chemical Genomics.
# UBC13 inh: blocks human UBC13 polyubiquitin chain formation; P61088; TR-FRET; inhibition, % at 20 µM; 330,000 compounds, 0.47% hits; AID 485273; in the data active means inhibition above about 45%, passing the limit was not always enough
# Target sequence (P61088 whole entry, looked up): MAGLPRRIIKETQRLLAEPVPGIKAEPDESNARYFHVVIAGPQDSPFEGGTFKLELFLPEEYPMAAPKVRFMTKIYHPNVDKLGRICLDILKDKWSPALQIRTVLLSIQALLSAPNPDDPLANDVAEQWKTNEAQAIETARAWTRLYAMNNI
# SENP1 FRET inh: inhibitors of human SENP1 SUMO protease catalytic domain; AID 624204; Q9P0U3; 360,000 compounds, 0.21% hits; recombinant SENP1 catalytic domain, CyPet-SUMO1-YPet FRET cleavage; inhibition, % at 10 µM;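 active means inhibition at least 30% at 10 µM, raw YFP signal under a set limit, fluorescence ratio 0.5 to 1.5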;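 further: 0% = enzyme with DMSO and 100% = no enzyme wells; some results filed as inactive read as strong as hits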
# Target sequence (Q9P0U3 419-644 limits assumed): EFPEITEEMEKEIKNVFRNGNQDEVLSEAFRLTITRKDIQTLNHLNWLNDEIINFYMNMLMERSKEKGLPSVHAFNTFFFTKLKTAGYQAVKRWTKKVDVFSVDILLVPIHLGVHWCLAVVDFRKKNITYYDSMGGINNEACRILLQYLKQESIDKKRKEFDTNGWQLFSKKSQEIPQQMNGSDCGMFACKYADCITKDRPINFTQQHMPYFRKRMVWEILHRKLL
#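 Material – human SENP1 catalytic domain · Input – SENP1 enzyme, 20 pM final · Compound dosing – single concentration of 10 µM compound, 0.5% DMSO final · Timing – enzyme reaction for 50 min at room temperature, dark · Measured by – FRET fluorescence in CFP and YFP emission channels · Control set – no-enzyme wells low, DMSO-plus-enzyme wells high control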
# SENP8 block-1: inhibitors of human SENP8 protease; Q96LD8; purified SENP8, Z-RLRGG-aminoluciferin cleavage, luminescence; inhibition, % at 10 µM; 330,000 compounds, 1.2% hits; AID 2540; in the data active means inhibition above about 50%
# Target sequence (Q96LD8 whole entry, looked up): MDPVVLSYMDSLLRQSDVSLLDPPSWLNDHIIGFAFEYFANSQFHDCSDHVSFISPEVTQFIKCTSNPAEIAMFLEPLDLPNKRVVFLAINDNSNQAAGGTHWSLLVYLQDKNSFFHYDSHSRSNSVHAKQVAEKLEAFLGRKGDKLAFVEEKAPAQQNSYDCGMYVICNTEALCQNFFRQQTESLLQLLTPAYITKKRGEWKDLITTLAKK
# SENP7 block: inhibitors of human SENP7 protease | Q9BQF6 | recombinant SENP7, Z-RLRGG-aminoluciferin luminescence, 40 min | 330,000 compounds, 1.5% hits | inhibition, % at 5 µM;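 active means inhibition above about 50% at the single test dose, limit read from the data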;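 further: plate controls were DMSO with enzyme for no effect and no enzyme buffer wells for full effect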
# APOBEC3G inh: APOBEC3G (human) deaminase inhibition; Q9HC16; recombinant A3G, ssDNA deamination FAM/TAMRA fluorescence; inhibition, % at 20 µM; 330,000 compounds, 0.28% hits; AID 493012;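 active means inhibition of at least 40% at 20 µM, with no more than 30% in the related APOBEC3A deaminase screen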;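 further: plate controls were DMSO wells with A3G for no effect and wells lacking A3G enzyme for full effect; some compounds called inactive have numbers as strong as hits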
# Target sequence (Q9HC16 whole entry, looked up): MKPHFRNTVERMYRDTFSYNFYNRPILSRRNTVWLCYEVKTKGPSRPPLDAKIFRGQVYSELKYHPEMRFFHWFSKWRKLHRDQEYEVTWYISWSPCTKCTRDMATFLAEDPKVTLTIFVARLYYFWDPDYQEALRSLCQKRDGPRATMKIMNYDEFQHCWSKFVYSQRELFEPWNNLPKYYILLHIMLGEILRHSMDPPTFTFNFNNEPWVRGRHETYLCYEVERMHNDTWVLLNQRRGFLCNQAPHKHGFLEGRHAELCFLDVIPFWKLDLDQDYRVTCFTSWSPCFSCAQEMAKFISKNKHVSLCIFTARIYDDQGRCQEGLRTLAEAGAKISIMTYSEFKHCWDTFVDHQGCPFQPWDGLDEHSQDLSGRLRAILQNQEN
# Apaf1 inhib: blocks human Apaf-1 apoptosome activity | reconstituted apoptosome caspase-3 activity, DEVD-Rh110 fluorescence | O14727 | inhibition, % at 20 µM | 330,000 compounds, 0.71% hits; active means inhibition of at least 40% at 20 µM;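 further: plate controls were DMSO wells for no effect and DEVD-CHO caspase inhibitor wells for full effect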
#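 Medium: Hepes buffer, pH 7.5 / System: biochemical Apaf-1 apoptosome reconstitution / Measured by: Rh110 fluorescence, excitation 480 nm, emission 540 nm / Times: compound with Apaf-1, dATP, procaspase-3 30 min, then 50 min reaction, room temperature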
# SENP8 block-2: blocks human SENP8 cleavage of Nedd8 substrate. Q96LD8. recombinant SENP8, Nedd8 substrate fluorescence. inhibition, % at 20 µM. 360,000 compounds, 0.64% hits. AID 602440; in the data active means inhibition mostly above about 40%, no sharp cut-off; inactive means mostly below about 27%
# SENP6 inh: inhibitors of human SENP6 protease. Q9GZR1. Recombinant SENP6 catalytic domain, aminoluciferin luminescence. inhibition, % at 10 µM. 330,000 compounds, 1.8% hits. AID 2599;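 active means inhibition above about 50% at the single tested dose, limit read from the data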;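 further: plate controls were DMSO wells with enzyme for no effect and DMSO wells lacking enzyme for full effect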
# * = called active by the depositor.
SMILES,UBC13 inh,SENP1 FRET inh,SENP8 block-1,SENP7 block,APOBEC3G inh,Apaf1 inhib,SENP8 block-2,SENP6 inh
O=C(c1[nH]ncc1-c1ccc(Cl)cc1)C1CO1 (stereo not drawn),-6,3,-15,-3,0,1,9,-11
CCCC1C(=O)N(c2ccccc2)C1c1ccccc1 (stereo not drawn),5,2,-6,-9,-7,21,18,-4
CC(=O)N/C(=C\c1ccccc1)C(=O)N1CCOCC1,-10,1,-7,-3,-7,4,1,-21
CCOC(=O)C1=C(N)Oc2cc(O)ccc2C1c1ccc(F)cc1F (stereo not drawn),12,-90,5,0,-9,-7,3,-2
O=S(=O)(/C=C/c1ccccc1)N1CCN(c2cccc(Cl)c2)CC1,11,2,0,-4,-6,4,0,0
Cc1nnc(SCC(=O)Nc2ccccc2F)n1-c1ccc(F)cc1,4,2,1,4,-6,6,4,9
C=CCOc1cccc(C(=O)/C=C2/C(=O)Nc3ccccc32)c1,9,1,4,4,-7,8,13,-3
Cc1ccc(CNC(=O)c2sccc2-n2cccc2)cc1,-2,0,5,3,1,8,2,9
CCc1nnc(NC(=O)CCC(=O)NCc2ccc(OC)cc2)s1,0,3,-5,10,26,-11,9,-20
COC(=O)C(C)Oc1ccc(Cc2ncc(C(F)(F)F)cc2Cl)cc1 (stereo not drawn),2,1,-7,-2,1,15,17,-4
O=C1CCC/C=C\C[C@@H](CC(=O)N(CCO)Cc2ccccc2)C(=O)N[C@H](Cc2c[nH]c3ccccc23)CO1,-10,0,-18,-1,-6,11,-3,-30
Cc1ccc(OCc2cccc(S(=O)(=O)N(C)C)c2)c([N+](=O)[O-])n1,-14,-1,-2,-6,-4,5,12,13
O=C(NC(=S)Nc1cccc(Cl)c1N1CCOCC1)c1cccs1,-6,-6,-5,-2,-3,14,15,-3
O=C(CSc1nc(=O)n(CCN2CCOCC2)c2c1CCCC2)Nc1ccc([N+](=O)[O-])cc1,-1,-17,6,-12,-2,-2,13,-12
CCOc1ccc(CCNC(=O)C2CCCN(c3nn4c(=O)cc(C)nc4s3)C2)cc1 (stereo not drawn),3,0,-1,10,-1,4,12,7
CN1CCN(C(=O)CCN2C(=O)/C(=C/c3cccc(Br)c3)SC2=S)CC1,22,2,-5,6,2,17,29,-3
COc1ccc(-c2nnc(SCC(=O)c3ccc[nH]3)o2)cc1,-12,3,6,-10,-5,8,18,34
Cc1c(C)n(C)c2ccc(C(=O)NCCCN3CCCC3)cc12,4,-11,-8,10,-2,22,-9,-6
CCN(CC)CCCN(C)C(=O)Cn1nc(Cc2ccncc2)c2ccccc2c1=O,0,1,6,-6,-3,-1,25,-7
COCCNC(=O)Cn1c(=O)n(Cc2ccco2)c(=O)c2ccccc21,-7,1,-4,-2,-2,8,24,-6
COc1ccc(Cl)cc1-c1n[nH]c(=S)n1Cc1ccccc1,14,1,-2,3,8,0,-4,-15
CCc1ccc(NS(=O)(=O)c2ccc3[nH]cc(C(=O)N(C)Cc4ccco4)c(=O)c3c2)cc1,3,-76,1,-9,3,-17,-107,-7
Fc1ccc(-c2n[nH]c(=S)n2-c2ccc3c(c2)OCCO3)cc1,7,-2,2,7,25,-5,-17,-17
CCCCN1C(=O)C(C)=C(C)C1OCCc1ccc(OC)c(OC)c1 (stereo not drawn),2,-1,1,-8,-4,-11,-3,10
COC(=O)c1ccccc1S(=O)(=O)N1CCC(C(=O)OCc2cccc(OC)c2OC)CC1,-2,0,5,-15,-5,23,14,-11
# Carrying on.
SMILES,UBC13 inh,SENP1 FRET inh,SENP8 block-1,SENP7 block,APOBEC3G inh,Apaf1 inhib,SENP8 block-2,SENP6 inh
Cc1ccc(CNC(=O)C2CC=CCC2C(=O)O)cc1 (stereo not drawn),-8,0,2,-4,11,-1,11,-3
CCOC(=O)C1=C(C)N=c2s/c(=C/c3ccc(OCC(=O)O)cc3)c(=O)n2C1c1ccc(SC)cc1 (stereo not drawn),-48,-26,3,-3,-12,-3,-16,-132
Cc1ccc(/C=N/NC(=O)CSc2nnc(-c3ccc(Cl)cc3)n2-c2ccc(Cl)cc2)o1,-21,-1,-9,-8,-9,26,23,-20
O=C(CN1C(=O)NC2(CCCCCC2)C1=O)NCCc1ccc(F)cc1,-2,0,-11,-3,-6,14,10,-24
CCC(C(=O)NC1CCCCC1)N(Cc1cccs1)C(=O)c1snc(C(N)=O)c1N (stereo not drawn),10,-2,4,-4,-1,14,-392,-3
CCOC(=O)c1ccc(N=c2sc(C(=O)OC)cc(=O)n2C2CC2)cc1,-8,0,-6,-7,7,17,25,-12
O=C1/C(=C/c2cccc(Cl)c2)CSc2sccc21,7,2,-11,16,-4,-8,9,-17
Clc1cc(Cl)c(Cl)c(Cl)c1Cl,11,2,6,3,-3,0,12,-26
Nc1nc(-c2cc(Cl)cc(Cl)c2OC(F)F)cs1,12,0,4,-3,-5,-1,7,3
Cc1ccc(C(=O)Nc2ccc3c(c2)OCO3)cc1NC(=O)c1ccco1,5,3,-1,10,-6,-4,4,-11
CCCN(CC(=O)Nc1ccccc1C)C(=O)c1ccc2ccccc2n1,15,2,-9,1,-5,25,12,-6
O=C(CSc1nc(=O)n2ccccc2n1)NCCc1ccccc1,-4,-1,-11,14,-11,-4,-71,-16
CC1CCCCN1Cc1c(C#N)c2ccccc2n1C (stereo not drawn),0,-14,-4,-7,-7,6,-18,3
CC(C)NC(=O)COC(=O)c1ccccc1C(=O)c1ccccc1,-7,1,-4,3,0,-4,0,11
CN(CC(=O)Nc1ccc(F)cc1)C(=O)C1CCN(C(=O)Nc2ccccc2)CC1,10,0,0,6,-6,-1,8,5
CC(C)=CCN1CCN(Cc2cnc(N3CCCC3)s2)CC1CCO (stereo not drawn),-2,2,1,0,-4,1,8,2
CCc1nnc(NC(=O)c2ccc3c(=O)n4c(nc3c2)CCCCC4)s1,28,-1,-5,-2,-8,-22,-12,-35
O=C(CSc1nnnn1-c1cccc2ccccc12)N1CCOCC1,5,1,-3,4,-3,5,22,4
CC1CC(=O)NN1C(=O)c1ccccc1 (stereo not drawn),2,1,0,-6,-5,-9,14,-12
CCc1nc2scc(-c3cccs3)c2c(=O)o1,-6,4,0,3,1,8,6,18
Cc1ccc(-c2nc3ccccc3nc2-c2ccccc2)cc1,6,1,0,-7,2,14,-128,6
CC(=O)N1CCN(c2cc(N3CCCC3)c(F)cc2[N+](=O)[O-])CC1,-110,-2,-11,-18,-9,6,22,9
Cc1nn2c(=O)cc(COC(=O)c3ccc(S(=O)(=O)N4CCCCC4)cc3)nc2s1,1,0,1,2,-7,-12,17,-8
CC(=O)Nc1ccc(NC(=O)CSc2nnc(C3CC3)n2C)cc1,-1,0,-5,-2,-6,12,8,-10
CC(=O)Nc1ccc(S(=O)(=O)N(Cc2cc3ccc(C)cc3[nH]c2=O)CC2CCCO2)cc1 (stereo not drawn),-2,-2,-2,9,-2,7,-105,0

# Random excerpt: 4 entries already listed
SMILES,UBC13 inh,SENP1 FRET inh,SENP8 block-1,SENP7 block,APOBEC3G inh,Apaf1 inhib,SENP8 block-2,SENP6 inh
O=C(CSc1nc(=O)n(CCN2CCOCC2)c2c1CCCC2)Nc1ccc([N+](=O)[O-])cc1,-1,-17,6,-12,-2,-2,13,-12
CCc1nnc(NC(=O)c2ccc3c(=O)n4c(nc3c2)CCCCC4)s1,28,-1,-5,-2,-8,-22,-12,-35
Fc1ccc(-c2n[nH]c(=S)n2-c2ccc3c(c2)OCCO3)cc1,7,-2,2,7,25,-5,-17,-17
CCc1ccc(NS(=O)(=O)c2ccc3[nH]cc(C(=O)N(C)Cc4ccco4)c(=O)c3c2)cc1,3,-76,1,-9,3,-17,-107,-7

# Complete entries, looked up by structure.
# Entry for CCOC(=O)c1ccc(N=c2sc(C(=O)OC)cc(=O)n2C2CC2)cc1 = UBC13 inh: -8; SENP1 FRET inh: 0; SENP8 block-1: -6; SENP7 block: -7; APOBEC3G inh: 7; Apaf1 inhib: 17; SENP8 block-2: 25; SENP6 inh: -12
# Entry for CCc1nc2scc(-c3cccs3)c2c(=O)o1 = UBC13 inh: -6; SENP1 FRET inh: 4; SENP8 block-1: 0; SENP7 block: 3; APOBEC3G inh: 1; Apaf1 inhib: 8; SENP8 block-2: 6; SENP6 inh: 18

# Continuation:
SMILES,UBC13 inh,SENP1 FRET inh,SENP8 block-1,SENP7 block,APOBEC3G inh,Apaf1 inhib,SENP8 block-2,SENP6 inh
COc1ccc(N(CC(=O)NCCSc2ccccn2)S(C)(=O)=O)cc1Cl,9,3,-4,2,-3,-3,1,-5
O=C(O)C(F)=C1c2ccccc2-c2ccccc21,-1,5,-6,1,-5,-10,16,3
C=CCNc1ncnc2ccccc12,-2,-2,-6,-3,-4,-10,-22,-27
O=C(CN1CCN(S(=O)(=O)c2ccc(Cl)cc2)CC1)N1CCCC1,3,-1,-5,-2,-7,4,12,-2
COc1ccc(/C=C/C(=O)OCC(=O)NCCC2=CCCCC2)cc1,4,-1,-18,-4,-9,10,26,-8
COC(=O)c1cc(OC)c(OC)cc1NC(=O)CCNC(=O)c1ccco1,4,0,-2,3,-3,10,-137,-9
O=C(CO)N/N=C/c1cccc(Cl)c1Cl,2,3,-2,-5,1,-9,22,4
Cc1cc(/C=N/n2cnnc2)c(C)n1-c1cccc(Cl)c1,6,-6,-1,8,4,6,-46,-3
CCN(Cc1ccccc1)C(=O)Cn1c(=O)n(CC(=O)N2CCCCC2)c(=O)c2sccc21,-6,-1,2,-2,-3,3,16,5
CC(C)Oc1ccc(C(=O)OCC(=O)c2ccc[nH]2)cc1,-30,-7,12,23,4,-4,-3,31
Cc1cc(N/N=C/c2ccc(F)cc2)nc(NCc2ccccc2)n1,11,2,-24,0,-8,3,4,-19
Cc1cccc2c(=O)c(C(=O)NCc3ccc(F)cc3)c[nH]c12,7,-1,2,-8,-4,-8,20,9
COc1ccccc1N1CCN(C(=O)c2cc(S(=O)(=O)N3CCOCC3)ccc2C)CC1,-7,-1,1,5,-2,5,-6,-21

# Sorted by molecular weight (lowest first): some entries from above
SMILES,UBC13 inh,SENP1 FRET inh,SENP8 block-1,SENP7 block,APOBEC3G inh,Apaf1 inhib,SENP8 block-2,SENP6 inh
COC(=O)c1cc(OC)c(OC)cc1NC(=O)CCNC(=O)c1ccco1,4,0,-2,3,-3,10,-137,-9
COc1ccccc1N1CCN(C(=O)c2cc(S(=O)(=O)N3CCOCC3)ccc2C)CC1,-7,-1,1,5,-2,5,-6,-21
CCN(Cc1ccccc1)C(=O)Cn1c(=O)n(CC(=O)N2CCCCC2)c(=O)c2sccc21,-6,-1,2,-2,-3,3,16,5
